# From PubChem BioAssay
# GAA glycogen: inhibitors or activators of human alpha-glucosidase glycogen cleavage | P10253 | 300,000 tested, 0.38% active | recombinant GAA, glycogen substrate, Amplex Red glucose oxidase fluorescence | Potency, µM (top dose mostly 76.4 µM), for the others: at the highest dose activity change, negative = inhibition, hits mostly inhibitors; active = well fitted inhibition curve with a large enough effect; inconclusive = small, poorly fitted or top-dose-only effect, or another doubt; inactive = no such curve, though single readings can be large or run the other way;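 also: 0% = full enzyme reaction and -100% = no-enzyme basal signal; the screen sought inhibitors and activators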
#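 Recombinant human alpha-glucosidase (4 nM final) hydrolysed bovine liver glycogen (30 ug) for 40 min at 37 C in pH 5.0 citrate/phosphate with 0.01% Tween-20. Released glucose detected by glucose oxidase/Amplex Red, Ex 573/Em 610 nm. Compounds up to 77 uM; AC50 from Hill fits.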
# The depositor's hits bear a star; ? = inconclusive; & = joins results of further samples; [ ] = remark or other dose. Potency is read from the fitted curve at half-maximal effect.
structure,GAA glycogen
COCCCn1c(C)nnc1SCC(=O)Nc1cccc(C)c1,0%[76.3 µM]
CCn1nc(NC(=O)CC(C)C)c2cc3cccc(C)c3nc21,9%
COCCN(CCOC)C(=O)c1ccc(NS(=O)(=O)c2ccc3c(c2)OCCO3)cc1,-7%[76.3 µM]
COc1cccc(NC(=O)CSc2nnc(Cc3ccc(OC)c(OC)c3)o2)c1,13%[76.3 µM]
CCOC(=O)CSc1nc2sc3c(c2c(=O)n1-c1ccc(OCC)cc1)CCN(C)C3,3%
O=C(NCCCn1ccnc1)c1nc(Cn2cc(Br)cn2)no1,-4%[76.3 µM]
CSc1cccc(CN2CCCC(CNC(=O)c3ccco3)C2)c1 (stereo not drawn),-1%[76.3 µM]
Nc1ccc(-c2c3ccccc3nc3ccccc23)cc1,-1%

# The final three entries of the section before lead into the next.
structure,GAA glycogen
O=C(NCCCn1ccnc1)c1nc(Cn2cc(Br)cn2)no1,-4%[76.3 µM]
CSc1cccc(CN2CCCC(CNC(=O)c3ccco3)C2)c1 (stereo not drawn),-1%[76.3 µM]
Nc1ccc(-c2c3ccccc3nc3ccccc23)cc1,-1%
COc1cc(/C(C)=N/N2CCN(Cc3ccc(C)cc3)CC2)ccc1O,?
Cc1nnc(N2C(=O)C(=O)/C(=C(/O)c3ccc4c(c3)OCCO4)C2c2ccc([N+](=O)[O-])cc2)s1 (stereo not drawn),-7%[76.3 µM]
COc1ccc(C(=O)NC2=NCCS2)cc1,5%
C=CCOCC(O)Cn1c(N2CCCC2)nc2c1c(=O)n(C)c(=O)n2C (stereo not drawn),3%[76.3 µM]
O=C(CCN1C(=O)/C(=C/c2ccccc2)SC1=S)N[C@@H](CO)Cc1ccccc1,-12%[76.3 µM]
COc1ccc(C(=O)CCC(=O)NCc2cc(OC)cc(OC)c2)cc1,14%[76.3 µM]
CN1CCN(c2nc(-c3ccccc3)ncc2S(C)(=O)=O)CC1,-11%
Cc1cc(C)c(S(=O)(=O)N2CCOC2CNC(=O)C(=O)NCc2ccncc2)c(C)c1 (stereo not drawn),-10%[76.3 µM]

# The results go on.
structure,GAA glycogen
CC(=O)c1ccc(N2CCN(c3ccccc3O)CC2)c([N+](=O)[O-])c1,-4%
CCC(=O)Nc1nnc(S(=O)(=O)N2CCCc3ccccc32)s1,13%[76.3 µM]
O=C(NCC1CCN(Cc2ccccc2F)CC1)Nc1cc(F)ccc1F,10%
CCCN1CCC(CCOc2ccccc2)(C(=O)OCC)CC1,-25%[76.3 µM]
CCCS(=O)(=O)c1nc(S(=O)(=O)c2ccc(C)cc2)c(N2CCN(C)CC2)s1,-4%[76.3 µM]
CCN(CC)CCn1c(=S)[nH]c2cc(C(=O)NCc3ccc(C)cc3)ccc2c1=O,0%[76.3 µM]
O=C(N/N=C/c1ccoc1)c1ccc(Cl)cc1,-1%[76.3 µM]
COc1ccc(NC(=O)CCNC(=O)Cn2cnc3sc4c(c3c2=O)CCCC4)cc1OC,2%[76.3 µM]

# (further entries)
structure,GAA glycogen
CCNC(=S)NC1CC2CCCC(C1)N2CCc1ccccc1 (stereo not drawn),-1%[76.3 µM]
Cc1ccc(NC(=O)c2sc3ncn(CC(=O)N4CCN(c5ccccn5)CC4)c(=O)c3c2C)cc1F,-13%[76.3 µM]
CSc1ncccc1C(=O)OCC(=O)N(CC(C)C)c1c(N)n(Cc2ccccc2)c(=O)[nH]c1=O,1%[76.3 µM]
CON(C)S(=O)(=O)c1cccc(C(=O)Oc2ccc(N(C)S(=O)(=O)c3ccccc3)cc2)c1,-15%
COc1ccc(S(=O)(=O)N2CCOC2CNC(=O)C(=O)NCCN2CCOCC2)cc1OC (stereo not drawn),-3%[76.3 µM]
O=c1cc(C(F)(F)F)[nH]c(=S)n1-c1ccccc1,-2%
Cn1c(=O)n(C)c2cc(C(=O)Nc3ccc(Br)cc3)ccc21,1%
CCOC(=O)Cc1csc(NC(=O)CN2CCN(c3ccccc3)CC2)n1,11%[76.3 µM]

# Going on with the list:
structure,GAA glycogen
CCCn1nc(NC(=O)CC(C)C)c2cc3cccc(C)c3nc21,8%
CC(=O)c1cn(CCOc2ccccc2C)c2ccccc12,3%[76.3 µM]
Cc1cccc(-c2nc(C#N)c(N3CCCCC3)o2)c1,8%
O=C(CN1CCCC1)Nc1c(Cl)cccc1Cl,7%[76.3 µM]
CCn1c(/C=C/c2ccc(F)cc2)nc2ccccc2c1=O,0%[76.3 µM]
COc1ccc(CCN2CC(C(=O)N3CCCCCC3)CCC2=O)cc1 (stereo not drawn),-1%[76.3 µM]
Cc1cc(OCC(=O)NCC2CCC(C(=O)O)CC2)c2c(C)c(Cc3ccccc3)c(=O)oc2c1 (stereo not drawn),-5%[76.3 µM]
O=C1CNC(=O)/C(=C\c2ccc(F)cc2)N1,-4%

# No new results follow: an excerpt of the list.
structure,GAA glycogen
O=C(CN1CCCC1)Nc1c(Cl)cccc1Cl,7%[76.3 µM]
CCn1c(/C=C/c2ccc(F)cc2)nc2ccccc2c1=O,0%[76.3 µM]
COc1ccc(CCN2CC(C(=O)N3CCCCCC3)CCC2=O)cc1 (stereo not drawn),-1%[76.3 µM]
Cc1cc(OCC(=O)NCC2CCC(C(=O)O)CC2)c2c(C)c(Cc3ccccc3)c(=O)oc2c1 (stereo not drawn),-5%[76.3 µM]

# Going on with the list.
structure,GAA glycogen
O=C(CNC(=O)c1cccs1)OCc1c(F)cccc1Cl,3%
CC(C)c1ccc(CN(C(=O)c2cccs2)C2CCS(=O)(=O)C2)cc1 (stereo not drawn),-6%
CC(=O)c1ccc(NC(=O)NNS(=O)(=O)c2ccc(F)cc2)cc1,?
Cc1cc(NC(=O)c2ccccc2C)ccc1NC(=O)c1ccccc1Cl,-3%[76.3 µM]
COc1ccccc1/C=C/C(=O)NCC(=O)N/N=C(/C)c1ccc(Cl)cc1,-1%[76.3 µM]
Cc1ccc(SC(C)C(=O)NC2CC2)cc1 (stereo not drawn),-11%[76.3 µM]
CC(=O)c1cccc(NC(=S)N2CCN(S(C)(=O)=O)CC2)c1,2%[76.3 µM]
O=c1[nH]c(/C=C/c2ccc(Br)cc2)nc2ccccc12,2%

# Reformatted with each value named: entries from further up.
Cc1cc(OCC(=O)NCC2CCC(C(=O)O)CC2)c2c(C)c(Cc3ccccc3)c(=O)oc2c1 (stereo not drawn)
  GAA glycogen: -5%[76.3 µM]
O=C1CNC(=O)/C(=C\c2ccc(F)cc2)N1
  GAA glycogen: -4%

# Further entries follow:
structure,GAA glycogen
O=C(CCN1C(=O)/C(=C\c2ccccc2)SC1=S)N1CCOCC1,4%
COc1ccc(S(=O)(=O)N/N=C\c2ccc([N+](=O)[O-])o2)c(OC)c1,-1%[76.3 µM]
Cc1c(C(=O)N2CCOCC2)c(S(=O)(=O)Nc2ccccc2)c(C)n1C,1%[76.3 µM]
O=C(Nc1ccnn1C1CCN(C(=O)c2ccc(Cl)c(F)c2)CC1)C1CCOC1 (stereo not drawn),-5%[76.3 µM]
O=C(Cn1cnc2sc3c(c2c1=O)CCCC3)NCC(=O)Nc1c(F)cc(F)cc1Br,-3%[76.3 µM]
O=C(Nc1ccccc1C(F)(F)F)c1ccc2nccnc2c1,-1%[76.3 µM]
Nc1ccccc1C(=O)NC12CC3CC(CC(C3)C1)C2,-12%[76.3 µM]
CC(C)CNC(=O)c1cccc2c1-c1ccccc1C2=O,8%

# (further entries)
canonical_smiles | GAA glycogen
CCCOc1ccc(/C=N/NC(=O)CN2CCCCC2)cc1 | -11%[76.3 µM]
CCN1CCC(NCCc2ccc(F)cc2)CC1 | -2%[76.3 µM]
CN1CCc2c(sc(N)c2C(=O)c2ccc(Cl)cc2)C1 | -13%
Cc1ccc(C(=O)NC(=S)NNC(=O)c2ccc([N+](=O)[O-])cc2)cc1 | -15%[76.3 µM]
Cc1ccc(N(CC(=O)NC2CCCC2)C(=O)CNC(=O)c2cccs2)cc1C | 18%
NC(=NCCc1ccccc1)c1cccc([N+](=O)[O-])c1 | 11%[76.3 µM]
Cc1ccc(CNC(=O)CCS(=O)(=O)c2ccc3c(c2)CC(C)N3C(=O)C2CC2)o1 (stereo not drawn) | 5%[76.3 µM]
CCNc1c(NS(=O)(=O)c2ccc(Cl)s2)c(=O)oc2ccccc12 | -5%
N#C/C(=C\c1ccccc1)C(=O)NCc1ccc(F)cc1 | 1%
Cc1ccc(CCNC(=O)C2CCC(=O)N(Cc3cccc(F)c3)C2)cc1 (stereo not drawn) | -3%[76.3 µM]
O=C(NCc1cccc(C(F)(F)F)c1)c1ccc2c(c1)OCCO2 | -2%[76.3 µM]
CCN1C(=NCCc2c[nH]c3ccccc23)N[C@@H](c2ccccc2)[C@H](C(=O)OC)[C@H]1C | 9%&-16%[76.3 µM]
O=C(c1ccc(S(=O)(=O)Nc2cccc(C(F)(F)F)c2)cc1)N1CCOCC1 | -2%[76.3 µM]
CCN(Cc1ccccc1)C(=O)c1ccc(NC(=O)c2ccc(OC)cc2)cc1 | -2%[76.3 µM]
CN(Cc1ccccc1)C(=O)COc1ccccc1Cl | 1%
CCN(CC(=O)N1CCCC1)S(=O)(=O)c1ccccc1 | 4%[76.3 µM]
COC(=O)C1(C)NC(c2ccc(F)cc2)C2C(=O)N(c3ccccc3)C(=O)C21 (stereo not drawn) | 19%[76.3 µM]
CCC(C)c1ccc(NC(=S)N2CCN(C(=O)C3CCCO3)CC2)cc1 (stereo not drawn) | -4%[76.3 µM]
CCN1CCN(C(=O)CN(CC)S(=O)(=O)c2ccc3ccccc3c2)CC1 | -2%[76.3 µM]
CCn1ncc([N+](=O)[O-])c1C(=O)N1CCc2ccccc2C1 | -1%

# Next part:
canonical_smiles | GAA glycogen
COc1ccc(S(=O)(=O)N/N=C\c2ccc3c(c2)OCO3)c(OC)c1 | 0%[76.3 µM]
O=S1(=O)[C@H]2C[C@@H]3C=C[C@@]2(CN1Cc1ccccc1F)O3 | 8%[76.3 µM]
COc1ccc(N(CC(=O)N/N=C/c2cccc(OC)c2OC)S(=O)(=O)c2ccccc2)cc1 | -7%
COc1ccc(CNC(=O)c2ccc(Br)s2)cc1OC | -2%[76.3 µM]
CCCOC1CCCN(C(=O)c2ccc(OC)c(OC3CCN(C(C)C)CC3)c2)C1 (stereo not drawn) | -2%[76.3 µM]
CC(=O)NC1CCN(CC(=O)Nc2nccs2)CC1 | 15%[76.3 µM]
Cc1ccc2c(CN(C)Cc3ccc(OC(F)F)cc3)cc(=O)oc2c1C | -7%
CC(OC(=O)c1cnc2ccccc2n1)c1ccccc1Cl (stereo not drawn) | -11%
O=C(NNC(=O)c1ccc2ccccc2c1O)Nc1ccc(F)cc1 | -8%[76.3 µM]
C/C(=N\NC(=O)c1ccc(N2CCCC2=O)cc1)c1ccccc1 | 0%
Cc1c(Cc2ccccc2)c(=O)oc2cc(OCC(=O)NCC3CCC(C(=O)O)CC3)ccc12 (stereo not drawn) | -2%[76.3 µM]
O=c1nc2ccc(Cl)cn2c2ccc(S(=O)(=O)N3CCOCC3)cc12 | 2%[76.3 µM]
O=C1CCN(S(=O)(=O)c2ccc(Cl)cc2)CC1 | 4%[76.3 µM]
COc1ccc(NS(=O)(=O)c2cc(C(=O)Nc3ccccc3C(=O)O)ccc2C)cc1 | 8%[76.3 µM]
CC(C)c1nnc(SCC(=O)NC2CCCCC2)n1C | -6%
Cc1noc(C(=O)Nc2ccc(F)c(Cl)c2)c1Cl | -3%
COc1cc(C2CC(=O)c3cnc(NC(=O)c4ccco4)nc3C2)cc(OC)c1OC (stereo not drawn) | -2%[76.3 µM]
O=C1CCCN2N=C(SCC(=O)Nc3ccc(Br)cc3)SC2=N1 | 4%[76.3 µM]
O=C1CCC(C(=O)N(CCO)Cc2ccccc2)CN1CCCN1CCOCC1 (stereo not drawn) | 1%[76.3 µM]
O=C(c1cccc(Cl)c1)N1CCN(c2ncccn2)CC1 | -22%

# Next section:
canonical_smiles | GAA glycogen
CCOc1ccc(CNC(=O)CCCc2cn(C)c3ccccc23)cc1 | -2%
Cc1ccc2[nH]c3nc(SCC#N)nnc3c2c1 | 7%
O=C(NCCOc1ccccc1F)C1CCC(=O)N(CCc2cccc(F)c2)C1 (stereo not drawn) | 6%[76.3 µM]
O=C(C1=C(O)C(=O)N(CC2CCCO2)C1c1cccc(Cl)c1)c1ccco1 (stereo not drawn) | 3%
Cc1ccccc1NC(=O)CN1C(=O)CSc2ccc(S(=O)(=O)N3CCCCC3)cc21 | -2%[76.3 µM]
O=C(Nc1cccc(O)c1)c1cc(-c2cccs2)on1 | 4%[76.3 µM]
O=C(O)/C=C/c1ccc(S(=O)(=O)Nc2ccc3[nH]c(=O)[nH]c3c2)cc1 | -7%[76.3 µM]
CC(C)c1nc(SCC(=O)NC2CCCC2)c2c(=O)n(C)c(=O)n(C)c2n1 | -20%[76.3 µM]
CCc1ccc(C(C(=O)NCc2ccc(F)cc2)N(C(=O)c2csnn2)C2CC2)cc1 (stereo not drawn) | 3%
Cc1occc1C(=O)Nc1cnn(CCCC(=O)O)c1 | 1%[76.3 µM]
COCCn1c(SCC(=O)NC2CCCCC2)nnc1-c1ccco1 | -26%
COc1ccc(CN2CCc3c([nH]c4ccccc34)C2)c(OC)c1C | 14%[76.3 µM]
Cc1cccc(NC(=S)N2CCN(S(=O)(=O)c3ccc(F)cc3)CC2)c1 | 6%[76.3 µM]
CC(=O)N1c2ccc(S(=O)(=O)N3CCCC(C(=O)Nc4ccc(C)cc4C)C3)cc2CC1C (stereo not drawn) | 7%[76.3 µM]
CCc1nn(CCCC(=O)N(C)Cc2ccccc2)c(=O)c2cc3occc3n12 | -8%[76.3 µM]
Nc1c(Cl)c(Cl)nc(C(=O)N/N=C/c2ccco2)c1Cl | -3%[76.3 µM]
O=[N+]([O-])c1ccc(NS(=O)(=O)c2cccc3cccnc23)cc1 | 1%[76.3 µM]
CCOCCCNC(=S)Nc1ccc2nc(N3CCOCC3)cc(C)c2c1 | -13%

# These rows are one share of the data. The share of hits here may be higher or lower than overall.
